# TMEM16A inh: blocks the mouse calcium-activated chloride channel TMEM16A; Q8BHY3; HEK293 TMEM16A/YFP iodide influx fluorescence, ionomycin; normalized B-score (activity score, 25-100; higher = stronger inhibition) at 10 µM; actives 1.2% (n = 310,000); AID 588511;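 active = ratio plate-corrected score three or more library SD toward inhibition, starting fluorescence score within five deviations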;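 note: score derived from kinetic fluorescence span divided by baseline fluorescence per well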
# RGS4 block: inhibitors of human RGS4. P49798. HEK293 M3R/RGS4 inducible, Fluo-4 calcium flux; hits give high values; triggered by carbachol at its EC20. B-score at 10 µM. actives 0.45% (n = 310,000);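 active = B-score, a plate-corrected calcium signal, over three deviations above library mean, with baseline fluorescence within five deviations of library mean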;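 note: RGS4 expression induced by doxycycline in cells with stable M3 receptor; B-score is computed from the integrated fluorescence ratio over baseline after carbachol; higher B-score means a larger calcium signal and so more RGS4 inhibition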
# Target sequence (P49798 whole entry, looked up): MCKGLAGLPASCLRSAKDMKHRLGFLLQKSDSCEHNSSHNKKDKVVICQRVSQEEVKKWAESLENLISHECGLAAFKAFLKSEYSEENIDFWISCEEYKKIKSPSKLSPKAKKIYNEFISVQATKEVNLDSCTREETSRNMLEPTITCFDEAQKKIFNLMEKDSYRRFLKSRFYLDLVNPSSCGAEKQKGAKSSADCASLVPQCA
# TRPC6 inh: blocks the mouse TRPC6 cation channel; B-score at 10 µM; actives 1.1% (n = 310,000); HEK293-TRPC6, membrane potential dye, ACh-evoked depolarization; hits give low values; AID 2553;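 active = B-score under library mean minus 3 SD, initial fluorescence not abnormally high, positive integrated signal ratio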;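 note: B-score derived from integrated fluorescence ratio over the kinetic read; more negative B-score means stronger inhibition of depolarization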
# Target sequence (Q61143 whole entry, looked up): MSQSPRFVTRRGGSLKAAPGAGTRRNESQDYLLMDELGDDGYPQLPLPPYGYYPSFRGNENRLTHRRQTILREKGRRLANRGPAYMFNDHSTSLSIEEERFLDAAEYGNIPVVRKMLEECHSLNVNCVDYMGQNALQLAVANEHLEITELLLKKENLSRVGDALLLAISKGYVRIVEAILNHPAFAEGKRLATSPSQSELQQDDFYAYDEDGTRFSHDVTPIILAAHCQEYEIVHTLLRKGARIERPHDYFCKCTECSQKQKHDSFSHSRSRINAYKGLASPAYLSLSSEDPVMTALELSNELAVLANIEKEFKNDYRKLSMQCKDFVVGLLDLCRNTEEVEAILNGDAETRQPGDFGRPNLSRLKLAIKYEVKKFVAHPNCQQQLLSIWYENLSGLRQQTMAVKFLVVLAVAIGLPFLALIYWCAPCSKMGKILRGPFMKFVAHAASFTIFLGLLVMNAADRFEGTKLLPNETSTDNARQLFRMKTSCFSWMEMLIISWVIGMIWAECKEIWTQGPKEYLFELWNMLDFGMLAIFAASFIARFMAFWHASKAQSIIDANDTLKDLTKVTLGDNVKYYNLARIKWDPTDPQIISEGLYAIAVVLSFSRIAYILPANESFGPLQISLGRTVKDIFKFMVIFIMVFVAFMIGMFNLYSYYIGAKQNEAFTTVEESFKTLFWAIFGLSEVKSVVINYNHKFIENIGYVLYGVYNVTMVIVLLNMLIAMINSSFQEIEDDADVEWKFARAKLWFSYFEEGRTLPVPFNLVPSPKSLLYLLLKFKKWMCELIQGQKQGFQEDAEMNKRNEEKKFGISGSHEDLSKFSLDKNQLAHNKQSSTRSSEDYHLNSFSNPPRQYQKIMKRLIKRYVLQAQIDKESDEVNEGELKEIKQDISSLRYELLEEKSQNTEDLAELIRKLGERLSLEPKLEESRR
# MrgX1 antag: human MrgX1 receptor antagonism, primary screen | AID 588676 | B-score at 10 µM | Q96LB2 | MRGX1-HEK293 calcium flux, Fluo-4, BAM8-22 antagonism; hits give low values | actives 1.3% (n = 310,000);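 active = calcium-response B-score plate-corrected more than 3 library SD below zero, starting fluorescence within 5 deviations, no agonist response on first addition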;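 note: peak minus trough fluorescence over baseline after final BAM8-22 challenge near maximal dose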
# RGS4 act: potentiators or activators of RGS4 | B-score at 10 µM | HEK293 M3R/inducible RGS4, carbachol calcium flux Fluo4; hits give low values | actives 0.92% (n = 310,000);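 active = B-score of the integrated calcium signal more than 4 SD below the library mean, with starting fluorescence not abnormally high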;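 note: negative B-score means reduced calcium response which marks RGS4 activation or potentiation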
#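 Test system: HEK293 cells with stable M3R and inducible RGS4; also added: carbachol at ECmax as muscarinic agonist stimulus; schedule: dye loading 30 min 37 °C, buffer rest 30 min RT; technique: kinetic calcium fluorescence imaging with Fluo4-AM dye, 2 µM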
# TRPC6 act: activates the mouse TRPC6 cation channel. Q61143. HEK293-TRPC6 membrane potential dye fluorescence; hits give high values. B-score at 10 µM. actives 0.13% (n = 310,000);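 active = B-score of the integrated fluorescence ratio above library mean plus 3 SD, and starting fluorescence ratio within library mean plus 5 SD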;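 note: higher score means more depolarization so channel activation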
# HDAC3 inh: human HDAC3 inhibition. recombinant HDAC3, fluorogenic peptide/trypsin coupled, fluorescence. inhibition, % at 8.3 µM. actives 0.15% (n = 320,000); in the data active = inhibition above about 26%, passing the limit was not always enough; inconclusive = no clear call, values can overlap the other calls
# MrgX1 ag: activates human MrgX1 receptor signaling. actives 0.44% (n = 310,000). B-score at 10 µM. AID 588627. Q96LB2. MrgX1-HEK293 cells, Fluo-4 calcium fluorescence, agonist mode; hits give high values;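 active = calcium response B-score plate-corrected fluorescence ratio at least 3 library SD, with starting fluorescence B-score inside 5 SD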
#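 Material: HEK293 cells stably expressing human MrgX1 receptor | Quantity: 15,000 cells per well | Times: Cells plated overnight, dye loaded 0.5 h 37 °C, 0.5 h room temperature | Measured by: Kinetic Fluo-4 NW fluorescence of intracellular calcium | Control set: Positive and negative controls per plate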
# SKKanGAS inh: SKKanGAS growth inhibition | AID 1662 | inhibition, % at 7.5 µM | S. pyogenes SKKanGAS, kanamycin growth, BacTiter-Glo, 6 h | actives 1.3% (n = 300,000);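 active = mean replicate score, as percent of positive control median, at least 50; inconclusive = mean below 50 but one replicate at or above 50; inactive = mean and every replicate below 50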;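 note: strain carries kanamycin resistance gene driven by streptokinase promoter and grows in 40 µg/ml kanamycin; loss of luminescence reflects streptokinase promoter inhibition or plain growth inhibition; 0% = median of DMSO wells and 100% = positive control at its reference dose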
# MrgX1 PAM: allosterically activates human MrgX1 receptor signaling | Q96LB2 | MrgX1-HEK293, Fluo-4 calcium flux, FDSS; hits give high values | B-score at 10 µM | actives 0.63% (n = 310,000);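 active = plate-corrected calcium response at least 3 library SD above typical, normal starting fluorescence, not activating the receptor alone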;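 note: compound read alongside a low EC10 to EC30 dose of BAM8-22 agonist; peak minus trough fluorescence over baseline measured at the second addition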
# ANO1 activ: activators or potentiators of mouse TMEM16A chloride channel. HEK293 TMEM16A/YFP-H148Q/I152L, iodide quench fluorescence; hits give low values. B-score at 10 µM. actives 0.3% (n = 340,000). AID 623877;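 active = fluorescence-ratio B-score plate-corrected deviation score at least 3 library SD below zero, with starting fluorescence score within 5 deviations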;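 note: channel opened by trigger with iodide after compound preincubation; score built on the fluorescence ratio of max minus min over baseline; more negative score means more quench and so TMEM16A activation or potentiation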
# Active calls of the source: *; i = inactive; u = inconclusive; x = not tested or not shown.
# The line under a structure holds: TMEM16A inh, RGS4 block, TRPC6 inh, MrgX1 antag, RGS4 act, TRPC6 act, HDAC3 inh, MrgX1 ag, SKKanGAS inh, MrgX1 PAM, ANO1 activ
O=C(O)C1CCN(C(=O)c2ccccc2N2C(=O)[C@@H]3Cc4c([nH]c5ccccc45)C(c4cccc(Cl)c4)N3C2=O)CC1 (stereo partly drawn)
 : i, i, i, i, i, i, 7, i, 24, i, i
O=C(CCc1nc2ccccc2c(=O)[nH]1)OCc1cccc(C(F)(F)F)c1
 : i, i, i, i, i, i, -7, i, -21, i, i
O=c1cc(N2CCN(Cc3ccccc3)CC2)c(-c2ccccc2)n[nH]1
 : i, i, i, i, i, i, 4, i, 2, i, i
CCOC(=O)C1CCN(S(=O)(=O)c2ccc(C(C)=O)cc2)CC1
 : i, i, i, i, i, i, 1, i, 1, i, i
O=C(Nc1ccccc1Cl)NC1(C(=O)NCCCN2CCOCC2)CCCCC1
 : i, i, i, i, i, i, -3, i, 4, i, i
O=C(CC(=O)NC1CCCCC1)N/N=C/c1ccccc1[N+](=O)[O-]
 : i, i, i, i, i, i, 9, i, 0, i, i
Cn1c(SCc2c(Cl)cccc2Cl)nnc1-c1cccs1
 : i, i, -6.6*, i, -12*, i, 11, i, x, i, i
CC(=O)c1ccc(N(C(=O)CNC(=O)c2ccco2)C(C(=O)NCC2CCCO2)c2ccccc2)cc1 (stereo not drawn)
 : i, i, i, i, i, i, -7, i, -7, i, i
Clc1ncccc1-c1nc2ccccc2s1
 : i, i, i, i, i, i, 9, i, -8, i, i
Cc1cccc(C)c1NC(=O)CSc1nnc(Cc2ccccc2)o1
 : i, i, i, i, i, i, 2, i, 2, i, i
O=C(C1=COCCO1)N1CCN(c2nc3ccc([N+](=O)[O-])cc3s2)CC1
 : i, i, i, i, i, i, -5, i, -4, i, i
CCCNC(=O)Nc1ccc2c(c1)N(C)C(=O)c1ccccc1S2
 : i, i, i, i, i, i, 9, i, 3, i, i
O=S(=O)(NCc1ccco1)c1cccc2cccnc12
 : i, i, i, i, i, i, 6, i, 1, i, i
Nc1c(Cl)cc(-c2csc(NC(CO)c3nc4ccccc4n3CCOCCO)n2)cc1Cl (stereo not drawn)
 : i, i, i, i, i, i, 5, i, 33, i, i
CCOCCCNC(=S)N1CCN(Cc2ccc3c(c2)OCO3)CC1
 : i, i, i, i, i, i, 4, i, 0, i, i
COc1ccc(Cl)cc1NC(=S)NCCCN1CCCC1=O
 : i, i, i, i, i, i, 5, i, 0, i, i
CN(NC1OC(=O)c2ccccc21)c1ncc(C(F)(F)F)cc1Cl (stereo not drawn)
 : i, i, i, i, i, i, 5, i, 7, i, i
COc1cccc(/C=C2\SC(=S)N(CCC(=O)NNC(=O)c3ccccc3OC)C2=O)c1
 : i, i, i, i, i, i, 3, i, 10, i, i
Fc1ccccc1-c1nc(NCc2ccccc2)c2ccccc2n1
 : i, i, i, i, i, i, 0, i, -1, i, i
Cc1ccc(S(=O)(=O)N2CCOCC2)cc1NC(=O)COC(=O)c1cccnc1Cl
 : i, i, i, i, i, i, 2, i, 11, i, i
Cn1c(=O)c2nnn(/N=C(\c3ccccc3)C3CC3)c2n(C)c1=O
 : i, i, i, -5.1*, i, i, -3, i, -8, i, i
Cc1ccccc1OCC(=O)NNC(=O)Nc1ccccc1
 : i, i, i, i, i, i, 4, i, 1, i, i
CC(CCO)Nc1nc2c([nH]1)c(=O)n(C)c(=O)n2C (stereo not drawn)
 : i, i, i, i, i, i, 4, i, 3, i, i
CN1Cc2c(N)cccc2C(c2ccccc2)C1 (stereo not drawn)
 : i, i, i, i, i, i, 12, i, 3, i, i
O=C(COc1ncnc2cc([N+](=O)[O-])ccc12)NC1CCCCC1
 : i, i, i, i, i, i, 1, i, -3, i, i
O=C(O)c1ccc(Cl)c(NC(=S)NC(=O)c2ccccc2[N+](=O)[O-])c1
 : i, i, i, i, i, i, 0, i, 2, i, i
CCc1ccc(N(CC(=O)Nc2ccc(NC(C)=O)cc2)S(=O)(=O)c2ccccc2)cc1
 : i, i, i, i, i, i, 2, i, -6, i, i
CCCOc1ccc(C(C)=O)cc1CSc1nc(O)cc(=O)[nH]1
 : i, i, i, i, i, i, -5, i, 33, i, i
Cc1nc(N2CCOCC2)nc(N2CCCCC2)c1[N+](=O)[O-]
 : i, i, i, i, i, i, 0, i, -3, i, i
CCOC(=O)CSc1nnc(-c2c[nH]c3ccccc23)n1CC
 : i, i, i, i, i, i, 5, i, -1, i, i
Cc1cnc(C(=O)OCc2ccc(COC(=O)c3cnc(C)cn3)cc2)cn1
 : i, i, i, i, i, i, 3, i, -5, i, i
Cc1cccc([C@@H]2[C@@H]3C(=O)N(Cc4ccccc4)C(=O)[C@@H]3[C@]3(C)C(=O)N(c4cccc(F)c4)C(=O)N23)c1
 : i, i, i, i, i, i, 4, i, 0, i, i
Cc1cc(S(=O)(=O)N2CCOCC2)ccc1NC(=O)c1ccc(F)cc1
 : i, i, i, i, i, i, -4, i, -2, i, i
O=c1c2cc3c(cc2[nH]c(=S)n1Cc1ccco1)OCO3
 : i, i, i, i, i, i, -2, i, -3, i, i
Cc1ccc2c(c1)N(C(=O)CCC(=O)NCc1cccc(Br)c1)CC(C)O2 (stereo not drawn)
 : i, i, i, i, i, i, 1, i, -10, i, i
Cc1nn(CC(=O)NCCC2=CCCCC2)c(C)c1[N+](=O)[O-]
 : i, i, i, i, i, i, 6, i, -7, i, i
COc1ccc(OC)c(-n2c(-c3cc(-c4ccccc4)n[nH]3)n[nH]c2=S)c1
 : i, i, i, i, i, i, 10, i, 4, i, i
C=C(c1ccccc1C)[n+]1ccccc1
 : i, i, i, i, i, i, -4, i, -3, i, i
CCOC(=O)c1c(C)oc2cc(Br)c(OC)cc12
 : i, i, i, i, i, i, 0, i, -2, i, i
Cc1ccc(C(=O)CSc2nsc(C)c2C#N)cc1
 : i, i, i, i, i, i, 4, i, 0, i, i
COc1ccc2[nH]c(C)c(C(=O)CN3CCN(C/C=C/c4ccccc4)CC3)c2c1
 : i, i, i, i, i, i, x, i, -4, i, i
CCN(Cc1ccc2c(c1)OCO2)C(=O)/C=C/c1cccc(Br)c1
 : i, i, i, i, i, i, 7, i, 4, i, i
O=C(Nc1ccc(S(=O)(=O)N2CCCC2)cc1)c1cccnc1Cl
 : i, i, i, i, i, i, 1, i, -9, i, i
Cc1ccc(S(=O)(=O)Nc2ccc(SC(F)F)cc2)c(C)c1
 : i, i, i, i, i, i, 5, i, -3, i, i
C=CCn1c(SCC(=O)NC(=O)NCC(C)C)nnc1C1CCCCC1
 : i, i, i, i, i, i, 0, i, 1, i, i
Cc1cc(S(=O)(=O)NCc2ccc(N3CCN(C)CC3)cc2)c(C)s1
 : i, i, i, i, i, i, -8, i, -3, i, i
O=C(CSc1nnc(-c2ccccn2)o1)Nc1cccc(Cl)c1
 : i, i, i, i, i, i, 2, i, 2, i, i
Cc1ccccc1-n1c(SCC(=O)N/N=C/C=C/c2ccccc2[N+](=O)[O-])nc2ccccc2c1=O
 : i, i, i, i, i, i, 2, i, 7, i, i
COCCCNC(=O)CN1C(=O)c2cccc3cccc1c23
 : i, i, i, i, i, i, 0, i, 2, i, i
O=C(NCCCN1CCOCC1)c1ccc(Cl)c([N+](=O)[O-])c1
 : i, i, i, i, i, i, -6, i, -5, i, i
O=[N+]([O-])c1cc2c(cc1/C=N/Nc1nc(N3CCCC3)nc(N3CCCC3)n1)OCO2
 : i, i, i, i, i, i, u, i, 6, i, i
Cc1ccc(S(=O)(=O)N(C)C)cc1NC(=O)c1cncc(Br)c1
 : i, i, i, i, i, i, 3, i, 1, i, i
Cc1ccc(-c2cc(C(F)F)n3ncc(C(=O)Nc4c(C)nn(Cc5c(Cl)cccc5Cl)c4C)c3n2)cc1
 : i, i, i, i, i, i, 0, i, 21, i, i
C/C(Nc1ccc(Cl)cc1)=C(/C#N)C(N)=O
 : i, i, i, i, i, i, 1, i, -10, i, i
O=C(Nc1ccc(Cl)cc1)N(Cc1cccs1)Cc1cccs1
 : i, i, i, i, i, i, u, i, 29, i, i
COCCN1CCN(C(=O)c2cc(COc3ccc(F)cc3F)on2)CC1
 : i, i, i, i, i, i, 2, i, 2, i, i
Nc1c(Cl)cc(C2=NCCn3c2c2ccccc2[n+]3[O-])cc1Cl
 : i, i, i, i, i, i, 4, i, -3, i, i
CCOc1ccc(C(C)C)cc1S(=O)(=O)N1CCN(C(=O)c2ccco2)CC1
 : i, i, i, i, i, i, 10, i, 2, i, i
COc1ccc(S(=O)(=O)N2CCOC2CNC(=O)C(=O)NCCc2ccccc2OC)cc1C (stereo not drawn)
 : i, i, i, i, i, i, -2, i, -11, i, i
CCN(CC(=O)Nc1ccc(NC(C)=O)cc1)C(=O)c1ccc(=O)[nH]c1
 : i, i, i, i, i, i, 4, i, -4, i, i

# Next section
# The line under a structure holds: TMEM16A inh, RGS4 block, TRPC6 inh, MrgX1 antag, RGS4 act, TRPC6 act, HDAC3 inh, MrgX1 ag, SKKanGAS inh, MrgX1 PAM, ANO1 activ
Cc1ccc(CNC(=O)C2CN(S(C)(=O)=O)c3cc(Cl)ccc3O2)cc1 (stereo not drawn)
 : i, i, i, i, i, i, -1, i, 8, i, i
O=C(COc1ccc2ccccc2c1)Nc1cccnc1Cl
 : i, i, i, i, i, i, 0, i, 0, i, i
O=C1OCCN1c1c(-c2ccccc2)c(-c2cccs2)nc2c(-c3ccccc3)cccc12
 : i, i, i, i, i, i, -1, i, 8, i, i
O=C(Nc1cc(S(=O)(=O)N2CCOCC2)ccc1N1CCOCC1)C1CCCO1 (stereo not drawn)
 : i, i, i, i, i, i, -4, i, 3, i, i
COCCNC(=O)Cn1nc(C(F)(F)F)cc1C
 : i, i, i, i, i, i, 2, i, x, i, i
O=C(NC(=S)NCc1ccccc1)C1CCCCC1
 : i, i, i, i, i, i, -6, i, 14, i, i
COC(=O)C(Cc1csc2ccc(Cl)cc12)NC(=O)c1ccc(Cl)cc1 (stereo not drawn)
 : i, i, i, i, i, i, 10, i, 14, i, i
COc1ccc(S(=O)(=O)N(C)c2ccc(C(=O)N3CCC(C(N)=O)CC3)cc2)cc1OC
 : i, i, i, i, i, i, 4, i, 5, i, i
CC(=O)Nc1ccc(S(=O)(=O)NNC(=O)c2cccc([N+](=O)[O-])c2)cc1
 : i, i, i, i, i, i, -15, i, 0, i, i

# Screening data (PubChem BioAssay)
